GPR55 beta-arrestin: GPR55 agonists via beta-arrestin recruitment, primary screen, imaging, U2OS cells, beta-arrestin-GFP redistribution (AID 1961); 290,000 tested, 0.048% active; one-dose activation, % at 10 µM; EC50 in µM for titrated hits; U2OS GPR55 beta-arrestin-GFP redistribution imaging; higher % means a stronger effect;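 active = activation above 40% with more than 50 cells counted in the well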;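 also: U2OS osteosarcoma cells stably expressing GPR55 and beta-arrestin-GFP; plate controls were DMSO negative control for no effect and LPI positive control for full effect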
TNAP activation fold: stimulation of alkaline phosphatase TNAP activity – biochemical, luminescent, no phosphate acceptor, uHTS, primary screen (AID 1001). purified TNAP, luminescent activation assay, no phosphate acceptor; higher activation fold means a stronger effect. activation fold at 20 µM, or EC50 in µM where a hit was titrated. 200,000 tested, 0.03% active; in the data active = activation fold from about 3, or a potency from the dose series; inactive = the rest, 99 in 100 with activation fold below about 1.6; also: many of its hits are not listed in these tables
ER stress rescue: protection against thapsigargin-triggered cell killing – 384-well, CSM14.1, ATP luminescence, primary screen (AID 1222). CSM14.1 thapsigargin-induced death rescue, ATP luminescence; higher % means a stronger effect. one-dose cellular ATP content (survival), % at 20 µM; EC50 in µM for titrated hits. 190,000 tested, under 10 active;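 active = EC50 below 50 µM in the dose-response confirmation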;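 also: death triggered by thapsigargin at about 15 µM added after 2 h compound pretreatment; cell ATP read after overnight thapsigargin exposure of roughly 18 to 22 hours; normalized against plate controls of thapsigargin alone and 5% DMSO vehicle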
NOD1 NF-kB reporter: NOD1 signaling inhibitors, primary screen, cell-based, luminescence, uHTS (AID 1578); inhibition, % at 4 µM, or EC50 in µM where a hit was titrated; NOD1-driven NF-kB luciferase reporter cells, luminescence; higher % means a stronger effect; 290,000 tested, 1% active; in the data active = inhibition mostly above about 36%, no sharp cut-off; inactive = mostly below about 34%;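 also: HEK-293T reporter cells stimulated with the NOD1 agonist gamma-tri-DAP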
KOR beta-arrestin-1: KOR agonists, beta-arrestin recruitment, primary screen, cell-based, luminescence, uHTS (AID 1777); KOR beta-arrestin recruitment, luminescence; higher % means a stronger effect; one-dose activation, % at 10 µM; EC50 in µM for titrated hits; 280,000 tested, 0.02% active; in the data active = activation above about 50%, passing the limit was not always enough; also: a part of the inactive calls stands beside numbers as strong as those of hits
Yfh1-off respiration: mitochondrial function rescue without frataxin homolog – Friedreich's ataxia, plus single-dose screen, dose response (AID 1465); S. cerevisiae Yfh1-off respiration, WST-1 reduction, 72 h; higher fold induction means a stronger effect; fold induction at 50 µM; hits with a dose series show EC50 in µM; 220,000 tested, 0.074% active;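 active = fold induction of absorbance versus untreated yeast above a set limit, then at least 30% activation at any dose in follow-up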;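 also: activators that raise dye reduction in frataxin-depleted yeast; strong numbers were not always called active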
HEK293 NOD2/NF-kB: NOD2 signaling inhibitors, cell-based, luminescence, uHTS, HEK293 (AID 1566). HEK293 NOD2/NF-kB luciferase reporter, luminescence; higher % means a stronger effect. inhibition, % at 4 µM, or EC50 in µM where a hit was titrated. 290,000 tested, 0.63% active; also: many of its hits are not listed in these tables
KOR beta-arrestin-2: kappa opioid receptor blockers – cell-based, luminescence, uHTS (AID 1778). one-dose inhibition, % at 10 µM; IC50 in µM for titrated hits. 290,000 tested, 0.091% active. KOR beta-arrestin recruitment, luminescence, antagonist mode; higher % means a stronger effect; also: strong numbers were not always called active
NTR1 ag: agonists of NTR1, primary screen, imaging, U2OS cells, beta-arrestin-GFP, high content (AID 493036). P30989. NTR1-U2OS beta-arrestin-GFP spot imaging, agonist mode. activation, % at 20 µM. 330,000 tested, 0.17% active;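 active = activation at or above 40% of the spot to cytoplasm intensity ratio, with at least 20 cells analyzed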;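 also: 0% = DMSO without peptide and 100% = 100 nM NTR1 peptide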
Target sequence (P30989 whole entry, looked up): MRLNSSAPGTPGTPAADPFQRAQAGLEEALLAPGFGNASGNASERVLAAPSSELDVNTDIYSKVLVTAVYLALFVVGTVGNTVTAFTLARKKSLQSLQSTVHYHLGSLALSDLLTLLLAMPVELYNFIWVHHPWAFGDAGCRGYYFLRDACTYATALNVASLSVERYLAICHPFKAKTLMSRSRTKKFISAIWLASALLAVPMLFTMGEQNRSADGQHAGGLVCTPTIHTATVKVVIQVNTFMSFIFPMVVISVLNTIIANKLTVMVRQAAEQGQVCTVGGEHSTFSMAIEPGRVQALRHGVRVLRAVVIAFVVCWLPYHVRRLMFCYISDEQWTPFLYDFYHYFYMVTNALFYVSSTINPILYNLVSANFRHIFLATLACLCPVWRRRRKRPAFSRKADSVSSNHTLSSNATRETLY
NTR1 ag cell count 20 µM: further read-out of NTR1 ag, marked with its call; cell count; measured here: cell count, cytotoxicity flag
* = called active by the depositor; i = inactive; x = no result given; [ ] = dose if it differs, or a comment. Rule as the data show it, unless noted: active = inhibition above about 50%; inactive = the rest. Some of the compounds tested; count on the stated rates, not on these rows.

smiles	NTR1 ag cell count 20 µM	ER stress rescue	TNAP activation fold	Yfh1-off respiration	NOD1 NF-kB reporter	KOR beta-arrestin-2	HEK293 NOD2/NF-kB	NTR1 ag	KOR beta-arrestin-1	GPR55 beta-arrestin
C(=N\c1nccs1)/c1c[nH]c2ccccc12	45	2.4%	1.1	i	-10%	-24%	0%	0.0	2.1%	-0.2%
O=C(CN1CCN(CCOCCO)CC1)N1c2ccccc2Sc2ccc(Cl)cc21	91	-0.9%	1.1	i	2%	-3%	18%	-2.8	6.6%	0.2%
CN(C)c1ccc(NC(=O)COC(=O)CCC(=O)c2ccc(F)cc2)cc1	101	-2.1%	1	i	-10%	-1%	16%	-1.2	2.1%	0.0%
Cc1ccc(S(=O)(=O)c2cc3c(=O)n4cccc(C)c4nc3n(CC3CCCO3)c2=N)cc1C (stereo not drawn)	54	x	x	i	-4%	-19%	4%	12	-0.4%	0.1%
O=C(CN1CCN(S(=O)(=O)c2ccc(Cl)cc2)CC1)Nc1ccc2c(c1)CCC2	70	-2.2%	1.1	i	-6%	7%	34%	13	6.7%	-0.3%
CCN1CCN(c2ncnc3sc(C(=O)Nc4ccccc4F)c(C)c23)CC1	53	0.4%	1.1	i	-5%	-21%	12%	0.8	3.2%	0.0%
COCCNc1cc(-c2ccccc2)nc2cc(-c3cccc(F)c3)nn12	58	x	x	x	0%	-2%	21%	1.7	-3.3%	0.2%
CCOc1ccc(CCNC(=O)Nc2ccccc2C)cc1OCC	79	x	x	x	4%	3%	32%	1.7	-0.7%	-0.1%
COc1cccc(C(=O)N2CCN(Cc3ccccc3Br)CC2)c1	56	x	x	x	-27%	-38%[20 µM]	2%	1.6	0.0%	-0.1%
CCOc1ccc2nc(NCCNC(=O)C(C)C)c(C)cc2c1	65	0.6%	1.1	i	17%	2%	4%	-2.0	-3.9%	0.2%
O=C(CCC(=O)N1CCOc2ccccc21)NC1CCN(Cc2ccccc2)CC1	97	x	x	x	-14%	-4%[20 µM]	1%	-1.0	-6.8%	0.5%
Cc1cc(N2CCCCCC2)nc(-c2ccccc2O)n1	50	-1.5%	1.1	x	-2%	-9%	-5%	4.6	1.8%	0.0%

New compounds follow:
smiles	NTR1 ag cell count 20 µM	ER stress rescue	TNAP activation fold	Yfh1-off respiration	NOD1 NF-kB reporter	KOR beta-arrestin-2	HEK293 NOD2/NF-kB	NTR1 ag	KOR beta-arrestin-1	GPR55 beta-arrestin
O=C(CN(C1CCCCC1)C1CCCCC1)N1CCc2ccccc2C1	58	4.1%	1.1	i	9%	8%	-10%	5.2	3.5%	0.3%
NS(=O)(=O)c1ccc(CCNS(=O)(=O)c2cccc(C(=O)O)c2)cc1	71	x	x	i	2%	42%	4%	0.0	2.7%	-0.2%
O=C(NNC(=S)Nc1ccc(Cl)c(Cl)c1)c1cccc([N+](=O)[O-])c1	39	x	x	i	-11%	16%	27%	-1.0	9.6%	-0.1%
O=C(Nc1ccc(F)cc1)N1CCOCC1	79	1.6%	1.1	i	-7%	-5%	6%	-1.8	-0.9%	-0.2%
O=C(CN1C2CCCC1CC(NC(=O)c1ccco1)C2)Nc1ccccc1 (stereo not drawn)	48	-0.3%	1.1	i	8%	-3%	-25%	-0.6	2.8%	0.2%
CCOc1ccc(-n2c(SC(C)C)nc3c(c2=O)SCC3)cc1	84	-1.0%	1.1	i	-12%	6%	-10%	5.4	2.2%	-0.1%
COc1ccc(Cn2cc(F)c(=O)n(C)c2=O)cc1[N+](=O)[O-]	53	x	x	i	2%	-6%	12%	-0.7	1.9%	-0.1%
CSc1cccc(NC(=O)CCCOc2ccccc2)c1	47	1.5%	1	i	-30%	8%	-9%	1.9	-2.5%	-0.1%
CC(C)CC(NS(=O)(=O)c1cc(C(=O)O)ccc1Cl)C(=O)O (stereo not drawn)	58	-2.1%	1	i	-18%	-40%	1%	-1.0	5.2%	0.1%
Cc1ccc(S(=O)(=O)NC(C)(C)CSc2nncn2C)cc1	76	-2.8%	1.2	i	-21%	-26%	-1%	2.0	-0.6%	-0.1%
CCOc1ccc(C(C(=O)NC2CCCC2)N(CCOC)C(=O)CNC(=O)c2ccco2)cc1 (stereo not drawn)	50	x	x	x	-13%	-13%	20%	1.8	-2.5%	-0.2%
O=C(Nc1ccccc1Cl)c1ccc2nccnc2c1	61	x	x	x	-13%	-45%	-38%	1.5	-2.0%	-0.1%

Carrying on:
smiles	NTR1 ag cell count 20 µM	ER stress rescue	TNAP activation fold	Yfh1-off respiration	NOD1 NF-kB reporter	KOR beta-arrestin-2	HEK293 NOD2/NF-kB	NTR1 ag	KOR beta-arrestin-1	GPR55 beta-arrestin
Cc1cc(=O)n(C)c(=O)n1CCCNc1ccccc1	48	x	1.1	i	x	-14%	12%	0.0	-4.3%	-0.1%
COc1cc(C2C(C#N)=C(N)OC3=C2C(=O)CC(C)(C)C3)ccc1OCCN1CCOCC1 (stereo not drawn)	51	x	x	i	-6%	26%	-3%	-1.5	1.8%	-0.1%
COc1ccccc1N1CCN(C(=O)c2cc(-c3ccccc3O)on2)CC1	35	x	x	x	-8%	-52%	2%	6.2	0.2%	0.0%
O=C(Nc1nc2ccc(Cl)cc2s1)c1ccco1	67	-4.2%	1.1	i	16%	0%	-195%	-2.8	-1.6%	0.2%
CN(CCC#N)C(=S)Nc1ccc(S(=O)(=O)N2CCOCC2)cc1	47	-1.9%	1.1	i	-25%	-5%	-7%	0.6	-1.9%	0.6%
CCN(CC)c1ccc(N2C(=O)/C(=C/c3cccs3)SC2=S)cc1	80	-0.5%	1	i	-38%	-44%	12%	1.1	5.2%	0.2%
O=C(NC1CCCCC1)N(CCN1CCCC1)Cc1cc2cc3c(cc2[nH]c1=O)OCCO3	50	-1.1%	1.1	i	-23%	18%	-15%	0.4	-6.5%	-0.4%
COCc1cc(C)nc(OCC(=O)N/N=C/c2ccc(C)cc2)c1C#N	33	x	x	i	5%	0%	8%	0.4	2.0%	-0.1%
O=C(COC(=O)CNS(=O)(=O)c1cccc(Br)c1)NC(=O)Nc1ccc2c(c1)OCCO2	x	-0.6%	1.1	i	-9%	7%	26%	x	11%	-0.3%
O=C(c1cc2cc(Br)ccc2oc1=O)N1CCCC1	67	-2.8%	1.1	i	4%	6%	12%	-0.7	-7.9%	-0.2%
COCCNC(=O)c1cc(-c2cccs2)on1	101	x	1.1	i	-53%	43%	-68%	-1.3	-4.2%	-0.2%
OC(CNCCC1C=Nc2ccccc21)Cn1c2ccc(Cl)cc2c2cc(Cl)ccc21 (stereo not drawn)	x	-4.8%	1	i	3%	-13%	-10%	x	15%	-0.3%

Other entries follow.
smiles	NTR1 ag cell count 20 µM	ER stress rescue	TNAP activation fold	Yfh1-off respiration	NOD1 NF-kB reporter	KOR beta-arrestin-2	HEK293 NOD2/NF-kB	NTR1 ag	KOR beta-arrestin-1	GPR55 beta-arrestin
CCOc1ccc(NC(=S)NCc2ccco2)cc1	35	-2.3%	1.1	i	-19%	8%	9%	-0.8	-4.9%	0.5%
Cc1ccc(C(=O)NC(C)c2nc3ccccc3n2CC(=O)Nc2c(C)cc(C)cc2C)cc1 (stereo not drawn)	72	x	x	i	-1%	x	-9%	-0.4	x	0.0%
O=C(O)CCCN1C(=O)C2C3c4ccccc4C(c4ccccc43)[C@@H]2C1=O (stereo partly drawn)	116	x	x	x	-11%	-5%	-13%	-1.9	3.8%	0.2%
Cc1ccsc1C(=O)N(CC(C)C)c1c(N)n(Cc2ccccc2)c(=O)[nH]c1=O	49	x	x	x	0%	-6%	3%	1.5	0.8%	-0.1%
CCOc1ccc(N2CC(C(=O)Nc3ccccc3N3CCOCC3)CC2=O)cc1 (stereo not drawn)	67	0.0%	0.8	i	22%	-10%	12%	0.3	-4.7%	0.3%
COc1ccc(/C=N/NC(=O)c2ccc[nH]2)cc1	95	x	x	x	-3%	30%	-50%	-1.8	0.8%	0.0%
COc1ccc(/C(C)=N/N=C(N)N)c(OC)c1	60	x	x	i	1%	6%	12%	-0.8	0.2%	-0.3%
COC(=O)C1=C(C)N(c2cccc(C(C)=O)c2)C(=O)C1	89	-1.6%	1.1	i	-28%	22%	4%	0.9	-1.6%	0.4%
CCC1(C)CC2(CCCN(CCC(O)(c3ccccc3)c3ccccc3)C2)CCO1 (stereo not drawn)	49	x	x	i	3%	26%	-32%	1.9	8.3%	0.5%
COc1ccc2c(c1)c1ncn(CC3CCCO3)c(=O)c1n2C (stereo not drawn)	47	x	x	i	-11%	7%	3%	0.2	0.3%	-0.2%
COCCNC(=O)/C(C#N)=C/c1cccc(OCc2ccccc2)c1	43	x	1.1	i	-30%	-20%	-6%	6.9	1.5%	0.7%
COc1cc(C(=O)Nc2nc3ccc(C)cc3s2)ccc1OCc1c(C)noc1C	58	-0.3%	1	i	55%	9%	11%	2.4	-2.1%	-2.3%

Following part:
smiles	NTR1 ag cell count 20 µM	ER stress rescue	TNAP activation fold	Yfh1-off respiration	NOD1 NF-kB reporter	KOR beta-arrestin-2	HEK293 NOD2/NF-kB	NTR1 ag	KOR beta-arrestin-1	GPR55 beta-arrestin
CC1CCN(c2c(NCc3ccc(C(=O)N4CCc5ccccc54)cc3)c(=O)c2=O)CC1	50	-1.6%	1	i	10%	-64%	-16%	-3.1	-7.4%	-0.2%
Cn1ccsc1=NC(=O)c1ccc(S(=O)(=O)C(F)F)cc1	45	x	x	x	-6%	-17%	-25%	0.2	2.5%	0.5%
O=C(CCCOc1ccccc1)n1nnc2ccccc21	59	-1.0%	1.1	i	-6%	-23%	3%	0.2	-2.0%	0.8%
CC1(C)CC(=O)C(C=NCCN2CCN(C(=O)CC3CCCC3)CC2)=C(O)C1	x	0.5%	1.1	i	-1%	21%	11%	x	4.8%	0.2%
COc1ccc(CN2C(=O)[C@@H]3C(c4ccccc4Cl)=NO[C@@H]3C2=O)cc1	76	-0.8%	1.1	i	-10%	-18%	7%	-1.6	12%	-0.2%
CCOC(=O)c1c(NC(=O)c2ccc(S(=O)(=O)N3CCOCC3)cc2)sc2c1CC(C)(C)NC2(C)C	69	x	x	x	-9%	11%	-1%	3.6	2.5%	-0.1%
CCOC(=O)N1CCN(c2ccccc2OC)CC1	59	x	x	i	6%	9%	0%	-0.1	0.4%	0.2%
CS(=O)(=O)c1sc(C(=O)NC(=O)Nc2cccc(C(F)(F)F)c2)c2c1C=CCC2	53	x	x	i	4%	3%	28%	0.1	-0.6%	-0.2%
Cn1c(Cn2c(=O)sc3ccccc32)nnc1SCC(=O)NCC1CCCO1 (stereo not drawn)	61	0.1%	1.1	i	-20%	25%	25%	0.9	3.1%	0.4%
CC1CCc2c(C(=O)Nc3ccc(OC(F)(F)F)cc3)csc2C1 (stereo not drawn)	38	-2.9%	1.1	x	-18%	-55%	15%	7.7	5.2%	-0.2%
COc1ccc(C)cc1C1=Nc2ccccc2C1(C)C	66	0.5%	1	i	-6%	8%	-7%	4.4	-1.7%	-0.2%
CC(C)CNC(=O)N[C@@H](CC(C)C)C(=O)O	60	x	x	i	-7%	-12%	-9%	-1.6	2.8%	-0.1%

Screening results deposited in PubChem by several laboratories.
